# PAFAH2 inh: inhibitors of human PAFAH2 | Q99487 | recombinant PAFAH2, FP-rhodamine activity probe, fluorescence polarization | inhibition, % at 3.39 µM | actives 0.99% (n = 340,000) | AID 492956;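 active = inhibition above the mean over all tested compounds plus 3 SD, cut at about 30% in these data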;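 also: inhibitors block probe labeling of enzyme so polarization drops; 0% = enzyme with DMSO and 100% = wells lacking PAFAH2 protein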
# PAFAH1B3 FP inh: blocks human PAF acetylhydrolase 1B catalytic subunit 3. Q15102. recombinant PAFAH1B3, FP-rhodamine probe, fluorescence polarization. inhibition, % at 3.39 µM. actives 0.28% (n = 340,000);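 active = inhibition above the screen-wide average of all tested compounds plus 3 SD, cut at about 25% in these data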;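 also: 0% = enzyme with DMSO only and 100% = wells lacking PAFAH1B3 protein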
# ZTA counter: blocks Epstein-Barr virus ZTA, an EBNA-1 counter-screen | inhibition, % at 11 µM | P03206 | actives 0.15% (n = 320,000) | ZTA-DNA binding, fluorescence polarization; in the data active = inhibition above about 33%
# Target sequence (P03206 whole entry, looked up): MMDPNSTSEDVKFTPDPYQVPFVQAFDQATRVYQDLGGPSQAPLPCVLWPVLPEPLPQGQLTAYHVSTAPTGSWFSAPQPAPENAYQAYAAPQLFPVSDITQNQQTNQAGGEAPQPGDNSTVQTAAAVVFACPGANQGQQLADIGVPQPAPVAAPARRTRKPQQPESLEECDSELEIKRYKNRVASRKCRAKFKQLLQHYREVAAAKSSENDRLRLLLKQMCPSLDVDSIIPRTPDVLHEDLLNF
# pPAFAH inh: pPAFAH (human) enzyme inhibition | Q13093 | recombinant pPAFAH, FP-rhodamine probe fluorescence polarization | inhibition, % at 3.39 µM | actives 1.5% (n = 330,000);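 active = inhibition above the mean inhibition across the screen plus 3 SD, cut at about 25% in these data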;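 also: inhibitors block binding of the rhodamine activity-based probe so polarization drops; 0% = enzyme with DMSO and 100% = wells lacking pPAFAH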
# EBNA-1 inhibitor: blocks EBNA-1 binding to DNA; EBNA-1 DNA binding, fluorescence polarization; inhibition, % at 14.8 µM; actives 0.34% (n = 300,000); AID 1950; in the data active = inhibition above about 28%
# PAFAH1B2 FP inh: blocks human PAF acetylhydrolase 1b catalytic subunit 2; P68402; inhibition, % at 3.39 µM; actives 1.2% (n = 340,000); recombinant PAFAH1B2, FP-rhodamine activity probe, fluorescence polarization;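 active = inhibition above the mean of all tested compounds plus 3 SD, cut at about 24% in these data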;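 also: 0% = enzyme with DMSO and 100% = wells lacking PAFAH1B2; many of its hits are not listed in these tables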
# LYPLA2 counter: blocks human lysophospholipase 2, a PME1 counter-screen. inhibition, % at 5.9 µM. recombinant LYPLA2, FP-Rh probe fluorescence polarization. O95372. actives 0.38% (n = 320,000). AID 2177;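 active = inhibition above the screen-wide mean plus 3 SD, limit set per campaign, cut at about 26% in these data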;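 also: 0% = LYPLA2 with DMSO and 100% = wells lacking LYPLA2 enzyme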
# PREPL inhibitor: inhibitors of human prolyl oligopeptidase-like enzyme PREPL; Q4J6C6; recombinant PREPL, fluorescence polarization activity-based probe; inhibition, % at 5.96 µM; actives 0.68% (n = 320,000); AID 2751; in the data active = inhibition above about 43%;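 also: 0% = enzyme with DMSO and 100% = wells lacking enzyme; many of its hits are not listed in these tables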
# Target sequence (Q4J6C6 whole entry, looked up): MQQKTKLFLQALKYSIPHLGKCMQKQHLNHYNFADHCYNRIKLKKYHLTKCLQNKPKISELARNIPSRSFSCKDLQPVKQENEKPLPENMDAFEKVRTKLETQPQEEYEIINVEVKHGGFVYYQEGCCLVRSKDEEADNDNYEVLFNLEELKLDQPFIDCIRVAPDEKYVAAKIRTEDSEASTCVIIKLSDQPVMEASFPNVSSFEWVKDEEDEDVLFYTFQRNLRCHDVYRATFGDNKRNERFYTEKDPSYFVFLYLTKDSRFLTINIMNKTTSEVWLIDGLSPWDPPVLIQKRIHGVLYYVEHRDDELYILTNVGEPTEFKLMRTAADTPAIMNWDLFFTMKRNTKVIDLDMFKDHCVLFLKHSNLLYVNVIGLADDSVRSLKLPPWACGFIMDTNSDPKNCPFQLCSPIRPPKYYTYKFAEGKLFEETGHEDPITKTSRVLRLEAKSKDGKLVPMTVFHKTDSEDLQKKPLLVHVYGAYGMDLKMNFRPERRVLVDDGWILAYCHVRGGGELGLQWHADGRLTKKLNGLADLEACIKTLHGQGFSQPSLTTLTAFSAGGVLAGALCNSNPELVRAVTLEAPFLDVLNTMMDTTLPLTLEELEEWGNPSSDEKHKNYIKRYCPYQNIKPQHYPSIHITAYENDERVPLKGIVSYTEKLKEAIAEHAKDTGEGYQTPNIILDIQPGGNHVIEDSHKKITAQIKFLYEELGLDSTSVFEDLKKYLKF
# LYPLA1 counter: blocks human lysophospholipase 1, a PME1 counter-screen. recombinant LYPLA1, FP-Rh probe fluorescence polarization. inhibition, % at 5.9 µM. actives 0.16% (n = 320,000). AID 2174;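 active = inhibition above the mean of all tested compounds plus 3 SD, set per campaign, cut at about 14% in these data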;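 also: inhibitors block serine hydrolase probe labeling of LYPLA1 so polarization falls; 0% = enzyme with DMSO and 100% = wells lacking LYPLA1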
# * hit, by the source's call; / = no result given; & = joins results of further samples. Only part of the results is shown. The share of hits here may be higher or lower than overall.
# Results follow in this order: PAFAH1B2 FP inh	ZTA counter	LYPLA1 counter	PREPL inhibitor	PAFAH1B3 FP inh	LYPLA2 counter	pPAFAH inh	PAFAH2 inh	EBNA-1 inhibitor
C[n+]1cn(/N=C/c2ccccc2)c2ccccc21
    2	-8	3	-2	2	2	2	-7	5
Cn1cc(C=O)c2cc(F)ccc21
    0	-11	-2	-7	5	0	-1	3	1
CCC(C)N(C(=O)CSc1nc2ccc(OC)cc2[nH]1)C1CCS(=O)(=O)C1 (stereo not given)
    4	11	-2	-1	8	-5	6	3	5
COc1ccc(Cl)cc1N/C(N)=N/c1nc(C)cc(=O)[nH]1
    3	-27	1	7	6	0	3	-4	-2
COc1ccc(S(=O)(=O)Nc2cccc3c2O[C@H](CN(C)Cc2ccc(-c4ccccc4)cc2)[C@@H](C)CN([C@H](C)CO)C3=O)cc1
    8	/	/	27	-1	/	19	7	/
COc1ccc(NC(=O)CC2SC(=Nc3ccccc3)NC2=O)c(OC)c1 (stereo not given)
    1	0	-3	-11	11	4	1	0	-2
CCCCCCOc1ccc(N2C(=O)CC(S/C(N)=N/N=C(\C)c3cccs3)C2=O)cc1 (stereo not given)
    -2	2	-6	0	1	25	24	-2	7
COc1ccc(C(=O)Nc2ccc3ccccc3c2)c(OC)c1
    1	1	-5	1	5	-8	0	-6	-13
COc1cc2ncnc(NCc3ccc4c(c3)OCO4)c2cc1OC
    5	-2	-1	0	4	5	9	-1	-2
Cc1cc(C(=O)OCC(=O)N2CCCC2)c2ccccc2n1
    -5	-4	-1	9	1	8	2	4	8
C=CCn1c(COc2ccccc2)nnc1SCC(=O)O
    2	-10	-1	-3	7	2	2	-6	7
O=C1CC(c2ccco2)Cc2nc(N3CCN(Cc4ccc5c(c4)OCO5)CC3)ncc21 (stereo not given)
    8	16	2	11	-4	11	0	2	8
O=C(CSCc1c(Cl)cccc1Cl)Nc1cccnc1
    5	0	1	-11	5	9	-2	4	7
CN(c1ccccn1)c1ncnc2[nH]ncc12
    6	7	-3	-10	5	-5	3	-1	8
COc1ccc(NC(=O)C/C(C)=N/NC(=O)c2cnccn2)cc1Cl
    4	8	3	-11	3	3	3	7	4
O=C(Nc1cc(S(=O)(=O)N2CCOCC2)ccc1N1CCCC1)C1COc2ccccc2O1 (stereo not given)
    -4	0	-1	4	6	5	5	1	6
COc1ccc(N2CCN(C(=S)Nc3cc(C)ccc3C)CC2)cc1
    -1	4	0	10	7	0	-3	-1	6
COc1ccc(-n2c(COc3ccc4ccccc4c3)nnc2SCC(=O)NCc2ccco2)cc1
    4	-7	-1	-64	5	-5	12	-8	8
CCC(=O)Nc1ccc(N2CCOCC2)c(S(=O)(=O)Nc2ccc(OC)cc2)c1
    4	3	0	9	10	-1	2	-4	4
CCC(c1nnc(SCC(=O)N2CCOCC2)n1C1CCCCC1)N(C)C (stereo not given)
    2	8	1	-6	0	0	5	-9	-2
Cn1c(=O)c2c(ncn2CC(=O)Nc2nc3ccc(F)cc3s2)n(C)c1=O
    4	7	-4	5	6	3	-1	-4	-7
COc1cccc(CN2CCN(c3ccc(F)cc3)C2=O)c1
    -3	-8	-2	3	1	-1	5	4	-12
COc1cccc(CNS(=O)(=O)c2ccc3c(c2)N(C)CCO3)c1
    3	1	2	-3	4	0	5	1	10
Cc1ccc2nc(SCC(=O)NC3CC3)[nH]c2c1
    -3	9	1	4	6	-2	4	-1	2
COc1cccc(NC(=O)C(Cc2ccccc2)NC(=O)C2CCC(C)CC2)c1 (stereo not given)
    3	9	-1	-6	-5	-7	1	3	-1
COc1ccc(Nc2nc(Cl)nc(NCCO)n2)cc1
    -1	15	3	2	6	1	-2	5	5
CCOc1ccc(S(=O)(=O)Nc2ccccc2SC)cc1
    1	-2	1	1	3	1	-1	0	-3
CC(=O)c1ccc(OCCCC(=O)NC2=NCCS2)cc1
    -5	6	2	8	3	4	0	-1	6
CN(C)[C@H]1N(C(=O)c2ccc(Br)cc2)N=C2c3ccccc3S(=O)(=O)N21
    2	-23	-2	14	1	0	-2	3	5
Cc1cc(C)n(CC(O)COc2ccccc2C(=O)Nc2ccccc2)n1 (stereo not given)
    -1	-5	1	-12	-1	4	9	2	-2
COc1c(C)cc(C(=O)C2CCCN(C(=O)c3cc(C4CC4)[nH]n3)C2)cc1C (stereo not given)
    1	-10	-1	2	8	-4	-1	1	-13
CCOc1ccc(N(C(=O)CNC(=O)c2ccco2)C(C(=O)NC2CCCC2)c2ccco2)cc1 (stereo not given)
    4	10	-1	2	10	-5	7	1	4
CCOC(=O)c1ccc(NC(=O)CSc2nnc(COc3ccccc3OC)n2C)cc1
    -1	-9	-3	16	2	-1	-2	2	-5
CCCN(C1CCS(=O)(=O)C1)S(=O)(=O)c1ccc(F)cc1 (stereo not given)
    2	14	3	1	5	-3	-1	3	1
Cc1nc2sc3c(c2c(=N)n1N)CCCC3
    4	-17	-1	6	10	1	7	4	-10
CC(CCc1ccccc1)NC(=O)c1ccc(NC(=O)c2cccc(Br)c2)cc1 (stereo not given)
    -1	7	-6	-5	0	-10	-7	-8	14
CSc1ccccc1NC(=O)CN(C)C(=O)/C=C/c1ccccc1
    1	-2	4	5	-7	9	-2	2	/
CCn1c(C(=O)N2CCC(C(=O)NCc3ccc(OC)cc3)CC2)cc2sccc21
    0	11	-3	2	5	-3	2	-1	2
C[C@@H](NC(=O)[C@@H]1Cc2ccccc2CN1C(=O)OC(C)(C)C)C(=O)NC1CCCC1
    -1	1	-1	10	-6	-3	0	6	-15
CCN(C(=O)c1ccc(C(C)(C)C)cc1)c1nnc(Cn2nnc3ccccc32)s1
    -4	5	-3	4	-3	4	3	-13	-1

# 13 successive entries from above:
# Results follow in this order: PAFAH1B2 FP inh	ZTA counter	LYPLA1 counter	PREPL inhibitor	PAFAH1B3 FP inh	LYPLA2 counter	pPAFAH inh	PAFAH2 inh	EBNA-1 inhibitor
CC(=O)c1ccc(OCCCC(=O)NC2=NCCS2)cc1
    -5	6	2	8	3	4	0	-1	6
CN(C)[C@H]1N(C(=O)c2ccc(Br)cc2)N=C2c3ccccc3S(=O)(=O)N21
    2	-23	-2	14	1	0	-2	3	5
Cc1cc(C)n(CC(O)COc2ccccc2C(=O)Nc2ccccc2)n1 (stereo not given)
    -1	-5	1	-12	-1	4	9	2	-2
COc1c(C)cc(C(=O)C2CCCN(C(=O)c3cc(C4CC4)[nH]n3)C2)cc1C (stereo not given)
    1	-10	-1	2	8	-4	-1	1	-13
CCOc1ccc(N(C(=O)CNC(=O)c2ccco2)C(C(=O)NC2CCCC2)c2ccco2)cc1 (stereo not given)
    4	10	-1	2	10	-5	7	1	4
CCOC(=O)c1ccc(NC(=O)CSc2nnc(COc3ccccc3OC)n2C)cc1
    -1	-9	-3	16	2	-1	-2	2	-5
CCCN(C1CCS(=O)(=O)C1)S(=O)(=O)c1ccc(F)cc1 (stereo not given)
    2	14	3	1	5	-3	-1	3	1
Cc1nc2sc3c(c2c(=N)n1N)CCCC3
    4	-17	-1	6	10	1	7	4	-10
CC(CCc1ccccc1)NC(=O)c1ccc(NC(=O)c2cccc(Br)c2)cc1 (stereo not given)
    -1	7	-6	-5	0	-10	-7	-8	14
CSc1ccccc1NC(=O)CN(C)C(=O)/C=C/c1ccccc1
    1	-2	4	5	-7	9	-2	2	/
CCn1c(C(=O)N2CCC(C(=O)NCc3ccc(OC)cc3)CC2)cc2sccc21
    0	11	-3	2	5	-3	2	-1	2
C[C@@H](NC(=O)[C@@H]1Cc2ccccc2CN1C(=O)OC(C)(C)C)C(=O)NC1CCCC1
    -1	1	-1	10	-6	-3	0	6	-15
CCN(C(=O)c1ccc(C(C)(C)C)cc1)c1nnc(Cn2nnc3ccccc32)s1
    -4	5	-3	4	-3	4	3	-13	-1

# Further records follow:
# Results follow in this order: PAFAH1B2 FP inh	ZTA counter	LYPLA1 counter	PREPL inhibitor	PAFAH1B3 FP inh	LYPLA2 counter	pPAFAH inh	PAFAH2 inh	EBNA-1 inhibitor
CC/C(=C(\c1ccccc1)c1ccc(OCCN(C)C)cc1)c1ccccc1
    13&4	10&-9	5&2	4&1	16&9	5&2	0&-3	8&6	-10&9
O=C(N/N=C/c1ccc(OC2CSC2)cc1)c1ccccc1
    6	-5	-2	-11	7	-4	5	6	20
CCSc1nc(NCCN(C)C)c2c3c(sc2n1)COC(C)(CC)C3 (stereo not given)
    2	2	1	16	6	-5	-1	4	4
O=C(/C=C/c1c(F)cccc1Cl)Nc1ncccn1
    9	-2	0	8	7	-6	6	2	6
COC(=O)[C@@]1(Cc2ccc(OC)cc2)[C@@H]2[C@@H](CC(=O)[C@H]2CC(=O)C(=O)N(C)C)CN1C(=O)c1ccccc1
    -7	-1	4	4	5	0	6	8	-5
CCC(C)[C@H](NC(=O)[C@H](Cc1ccccc1)n1c(=O)[nH]c2ccccc2c1=O)C(=O)N1CCC(C(=O)O)CC1 (stereo not given in full)
    0	3	-1	12	7	3	-5	1	-9
Cc1ccc(-c2ccc(C(=O)Nc3ccccc3)o2)c2ccccc12
    -17	0	-27	1	-22	-42	-13	-15	-6
O=C(NCc1ccc2c(c1)OCO2)Nc1cccc2ccccc12
    -1	5	2	-1	11	-6	2	-10	7
CCOc1ccc(NC(=O)CSc2nc3c([nH]c4ccccc43)c(=O)n2C)cc1
    4	-5	-1	10	3	4	-4	1	-7
COC(=O)C(CCSC)NC(=O)C(NC(=O)C1CCC(C)CC1)C(C)C (stereo not given)
    -2	-7	0	8	0	-2	2	-5	5
CC1(C)OC(C)(C)/C(=C\c2ccccc2[N+](=O)[O-])C1=O
    -1	0	1	18	10	6	-2	0	2
COc1ccccc1N1CCN(CC(O)COc2ccc(S(=O)(=O)N3CCOCC3)cc2)CC1 (stereo not given)
    6	-3	-1	4	1	7	3	-2	-1
CCOc1cc(C(=O)Nc2ccc(S(=O)(=O)Nc3cnc4ccccc4n3)cc2)cc(OCC)c1OCC
    -4	-6	-10	-8	4	-16	-4	-5	6
CC(=O)Nc1cccc(NC(=O)c2ccc([N+](=O)[O-])cc2Cl)c1
    3	13	-1	-1	6	3	9	-9	11
Cc1c(NC(=O)CC2CC(C)OC2=O)c(=O)n(-c2ccccc2)n1C (stereo not given)
    5	-1	-2	4	-1	6	-1	1	-3
COC(=O)C1C(=O)C=C(Nc2ccc(F)cc2F)CC1c1ccc(OC)cc1 (stereo not given)
    -2	-2	3	6	3	5	3	4	4
O=C1Cc2cc(NS(=O)(=O)c3ccc(Cl)cc3)cc3c2N1CCC3
    14	-10	3	6	1	4	19	-5	-1
COc1cccc(C(=O)/C=C2\NCCc3cc(OC)c(OC)cc32)c1
    6	4	-2	5	6	-4	4	0	-6
O=C(NNC(=O)c1ccc(-c2ccccc2)cc1)Nc1ccc(F)cc1F
    -1	12	-1	2	4	-2	-5	-7	3
CC(=O)C1=C(c2ccc(Br)cc2)C(=O)c2ccccc2C1=O
    2	-16	-3	9	-4	-4	14	10	-1
